# Screening data deposited in PubChem BioAssay by Southern Research Specialized Biocontainment Screening Center.
# H37Rv inhibition: M. tuberculosis growth inhibition, HTS (AID 449762). M. tuberculosis H37Rv growth inhibition, 7H9 media; higher % means a stronger effect. inhibition, % at 25 µM, or IC50 in µM where a hit was titrated. actives 0.59% (n = 330,000); in the data active = a potency from the dose series; inconclusive = inhibition above about 70% without an active follow-up result;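 also: bacterial growth assessed after seven days of incubation; strong numbers were not always called active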
# Salmonella PhoP GFP: PhoP regulon inhibitors, Salmonella typhi PhoP promoter GFP reporter, confirmatory (AID 1850); actives 0.33% (n = 310,000); Salmonella Typhi PhoP-promoter GFP reporter, fluorescence, 4 h; higher % means a stronger effect; inhibition, % at 50 µM; hits with a dose series show IC50 in µM; in the data active = a potency from the dose series; inconclusive = inhibition mostly from about 25% at the one dose, without a potency; inactive = the rest, 99 in 100 with inhibition below about 19%;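 also: 0% = induced wells with vehicle and 100% = uninduced wells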
# VEEV TC-83 Vero: inhibitors of VEEV TC-83 cytopathic effect, confirmation, Vero cells (AID 588727) | actives 0.13% (n = 350,000) | one-dose inhibition, % at 20 µM; IC50 in µM for titrated hits | Vero cells, VEEV TC-83 cytopathic effect inhibition; higher % means a stronger effect; in the data active = a potency from the dose series; inconclusive = inhibition mostly from about 14% at the one dose, without a potency; inactive = the rest, 99 in 100 with inhibition below about 12%; also: strong numbers were not always called active
# influenza NS1A: H1N1 influenza NS1A inhibitors, functional cell based assay (AID 504329). NS1A functional cell-based assay, percent inhibition; higher % means a stronger effect. actives 0.3% (n = 340,000). inhibition, % at 12.5 µM, or IC50 in µM where a hit was titrated; in the data active = a potency from the dose series; inconclusive = inhibition above about 27% without an active follow-up result; also: strong numbers were not always called active
# tuberculosis growth: growth inhibition of non-replicating M. tuberculosis (AID 488890); Mycobacterium tuberculosis non-replicating, growth inhibition; higher % means a stronger effect; actives 0.39% (n = 320,000); inhibition, % at 25 µM, or IC50 in µM where a hit was titrated; in the data active = a potency from the dose series; inconclusive = inhibition mostly from about 82% at the one dose, without a potency; inactive = the rest, 99 in 100 with inhibition below about 76%;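 also: plate controls were DMSO cells for no effect and high antibiotic wells for full effect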
# VEEV TC-83 Vero 10K pilot screen: recorded beside VEEV TC-83 Vero, whose call it bears; inhibition, %; measured here: 10K pilot screen inhibition
# Numbers without * were called inactive; i = inactive; ? = inconclusive; · = no result given; & = joins results of further samples. Compounds as they come; 1.6% or so of the library scored in one or more.
# The opening four compounds, ahead of the listing:
SMILES,H37Rv inhibition,Salmonella PhoP GFP,VEEV TC-83 Vero,influenza NS1A,tuberculosis growth,others
CCN(C(=O)COC(=O)c1cn(-c2ccccc2)nc1-c1ccccc1)C1CCS(=O)(=O)C1 (stereo not drawn),3%,-3%,6.9%,-2%,2%,
CCc1nccn1Cc1cc(C=O)ccc1OC,1%,-4%,0.3%,3%,-3%,
CC1CN(C(=O)COC(=O)c2ccccc2O)CC(C)O1 (stereo not drawn),5%,1%,i,-10%,2%,
O=C(NCc1ccccc1)C1CCCN(S(=O)(=O)c2ccc(F)cc2)C1 (stereo not drawn),6%,-8%,0.6%,-6%,-23%,

# The listing, from the first entry:
SMILES,H37Rv inhibition,Salmonella PhoP GFP,VEEV TC-83 Vero,influenza NS1A,tuberculosis growth,others
CCN(C(=O)COC(=O)c1cn(-c2ccccc2)nc1-c1ccccc1)C1CCS(=O)(=O)C1 (stereo not drawn),3%,-3%,6.9%,-2%,2%,
CCc1nccn1Cc1cc(C=O)ccc1OC,1%,-4%,0.3%,3%,-3%,
CC1CN(C(=O)COC(=O)c2ccccc2O)CC(C)O1 (stereo not drawn),5%,1%,i,-10%,2%,
O=C(NCc1ccccc1)C1CCCN(S(=O)(=O)c2ccc(F)cc2)C1 (stereo not drawn),6%,-8%,0.6%,-6%,-23%,
CC(=O)c1cccc(CN2CCC(CO)(CCOc3ccccc3)CC2)c1,5%,8%,i,0%,29%,
COc1ccc(C(=O)Nc2ccc(C(=O)NCCc3ccccc3)cc2)cc1,-7%,0%,0.9%,-12%,-8%,
O=[N+]([O-])c1ccc(N2CCN(C(=S)Nc3ccc(F)cc3)CC2)cc1,-4%,13%,2.9%,-2%,32%,
Cc1cccc(SC2CCN(Cc3nc(CC4CC4)no3)CC2)c1,-1%,10%,2.0%,-1%,74%,
CN1CCN(S(=O)(=O)c2ccc(NC(=O)Nc3cccc(Cl)c3)cc2)CC1,-3%,-5%,0.5%,-21%,-8%,
O=[N+]([O-])c1cc2c(c(CSc3nnc4ccccn34)c1)OCOC2,2%,-6%,1.2%,4%,6%,
COc1cc(CCC(=O)NCc2ccc3c(c2)OCO3)cc(OC)c1OC,7%,-11%,0.3%,-18%,21%,
CCOc1ccccc1NC(=O)c1ccccc1-c1ccccc1,?,-3%,0.8%,-1%,57%,
Cn1nnnc1SCCNCc1ccccc1OCc1ccc(F)cc1,-7%,5%,i,-12%,-7%,
COc1ccc(CCNC(=O)C(C(=O)c2ccccc2)n2ccccc2=O)cc1OC (stereo not drawn),-2%,2%,0.2%,-8%,-1%,
CCC1CCCCN1C(=S)NC1CCCCC1 (stereo not drawn),-1%,-5%,i,-4%,22%,
COC(=O)[C@@H](NC(=O)NCc1ccco1)C(C)C,-10%,-18%,1.5%,5%,0%,
Cc1ccc(CNCC2CCCO2)s1 (stereo not drawn),2%,10%,1.3%,-2%,-13%,
COc1ccccc1NC(=O)N1CCCC(c2nc3c(nnn3Cc3ccc(C)cc3)c(=O)[nH]2)C1 (stereo not drawn),-4%,2%,i,3%,36%,
Cc1ccc(C(=O)NCC(=O)OCC(=O)NCC(F)(F)F)cc1,-3%,5%,0.5%,7%,14%,
CC(=O)N1CCN(c2ccc(NC(=O)c3ccc(C)c([N+](=O)[O-])c3)cc2)CC1,0%,12%,0.5%,-103%,1%,
Cn1c(SCC(=O)NCc2ccc3c(c2)OCO3)nnc1-c1cc2ccccc2cc1O,-9%,-3%,2.2%,3%,14%,
CCCN(CCC)CC(=O)N1CC(=O)Nc2ccccc21,0%,4%,0.9%,-5%,-21%,
O=C(Oc1ccc(Br)cc1)C1CC(=O)N(c2ccc(F)cc2)C1 (stereo not drawn),-5%,6%,0.3%,6%,37%,
COc1ccc2[nH]c(C)c(CN3CCCCC3)c(=O)c2c1,1%,-14%,1.4%,-2%,-11%,
CCOC(=O)Cc1nnc(NC(=O)C(CC)Sc2nc(C)cc(C)n2)s1 (stereo not drawn),3%,·,0.0%,-5%,·,
# (listing goes on)
SMILES,H37Rv inhibition,Salmonella PhoP GFP,VEEV TC-83 Vero,influenza NS1A,tuberculosis growth,others
COc1ccc(CNc2ccncc2)c(OC)c1OC,·,·,0.7%,-3%,·,
CCc1c(C)sc(NC(=O)CSc2nc3c(c(C(F)(F)F)n2)CCc2ccccc2-3)c1C#N,7%,-2%,i,2%,-5%,
CC(C)N(CCCNC(=O)c1ccc(N2CCCC2=O)cc1)Cc1ccccc1,-1%,5%,0.1%,-9%,11%,
O=C(c1ccco1)N1CCN(C2CC(=O)N(c3ccc(C(F)(F)F)cc3)C2=O)CC1 (stereo not drawn),4%,-1%,0.1%,9%,27%,
CC(O)CN(C)CC/C=C1/c2ccccc2CSc2ccccc21 (stereo not drawn),5%,-14%,1.8%,15%,20%,
Cc1cccc(NC(=O)CN(C)S(=O)(=O)c2cnc[nH]2)c1,-3%,3%,1.5%,2%,-11%,
CCN1C(=O)/C(=C\c2ccc(-c3ccc([N+](=O)[O-])cc3OC)o2)SC1=Nc1cccc(C(=O)O)c1,·,·,12%,9%,·,
Cc1nn(C)c(Cl)c1CN1CCN(CC(C)C)C(CCO)C1 (stereo not drawn),-6%,3%,0.7%,-12%,-11%,VEEV TC-83 Vero 10K pilot screen=0.0
COc1cccc(C2=NOC(C(=O)NCc3cccs3)C2)c1 (stereo not drawn),21%,-5%,8.9%,14%,14%,
Cc1cc(OCC(=O)OCC(=O)c2ccc[nH]2)ccc1Cl,·,·,0.6%,7%,·,
N/C(Cc1ccc([N+](=O)[O-])cc1)=N\OC(=O)COc1ccc2ccccc2c1,?,2%,0.2%,12%,53%,
Cc1cc(/C=C(\C#N)C(=O)NC2CCCCCC2)c(C)[nH]1,8%,8%,4.3%,-2%,43%,
CCCCNC(=O)N1CCc2ccccc2C1,-2%,2%,0.6%,2%,5µM*,
O=S(=O)(Nc1ccccc1N1CCCCC1)c1cccs1,9%,-1%,i,-2%,18%,
CCCCn1c(CNC(=O)C23CC4CC(CC(C4)C2)C3)nnc1SCC(=O)Nc1nnc(C)s1,-11%,1%,0.8%,-17%,-14%,
N#Cc1nc(Cc2ccccc2)oc1N1CCC(Cc2ccccc2)CC1,-5%,-5%,0.0%,6%,10%,
COc1ccc(NC(=O)c2ccco2)c(NC(=O)c2ccc([N+](=O)[O-])cc2)c1,10%,4%,i,-10%,7%,
COc1cccc2c1SCc1ccccc1C2CC(N)=O (stereo not drawn),1%,1%,0.6%,-6%,16%,
COc1ccccc1NS(=O)(=O)c1cccc(C(=O)N2CCCC2)c1,3%,·,0.6%,-6%,1%,
COc1cc(NC(=O)c2ccccc2)c(OC)cc1NC(=O)CN1CCN(c2ccccn2)CC1,?,-11%,7.2%,9%,73%,
CCOC(=O)C1=C(CC)Nc2ccccc2N=C1NC(=O)Nc1ccccc1OC,-1%,0%&5%,6.5%,-4%,1%,
O=C(COC(=O)CCNS(=O)(=O)c1ccccc1)NNC(=O)c1ccccc1,7%,-2%,2.2%,-6%,-4%,
CCc1cccc(CC)c1NC(=O)C(NS(=O)(=O)c1cccs1)c1ccccc1 (stereo not drawn),2%,7%,6.5%,-19%,-14%,
COC(=O)c1nc(-c2ccccc2)n[nH]1,-7%,1%,2.7%,4%,-8%,
CCCCn1c(NC(=O)C2CCCCC2)nc2ccccc21,?,3%,2.5%,-26%,?,

# Five consecutive compounds from above:
SMILES,H37Rv inhibition,Salmonella PhoP GFP,VEEV TC-83 Vero,influenza NS1A,tuberculosis growth,others
Cc1nn(C)c(Cl)c1CN1CCN(CC(C)C)C(CCO)C1 (stereo not drawn),-6%,3%,0.7%,-12%,-11%,VEEV TC-83 Vero 10K pilot screen=0.0
COc1cccc(C2=NOC(C(=O)NCc3cccs3)C2)c1 (stereo not drawn),21%,-5%,8.9%,14%,14%,
Cc1cc(OCC(=O)OCC(=O)c2ccc[nH]2)ccc1Cl,·,·,0.6%,7%,·,
N/C(Cc1ccc([N+](=O)[O-])cc1)=N\OC(=O)COc1ccc2ccccc2c1,?,2%,0.2%,12%,53%,
Cc1cc(/C=C(\C#N)C(=O)NC2CCCCCC2)c(C)[nH]1,8%,8%,4.3%,-2%,43%,

# Remaining list, next part
SMILES,H37Rv inhibition,Salmonella PhoP GFP,VEEV TC-83 Vero,influenza NS1A,tuberculosis growth,others
CCOC(=O)C1(Cc2ccccc2C)CCCN(C(=O)CCc2cccnc2)C1 (stereo not drawn),-4%,-6%,i,-5%,60%,
CCn1c2ccccc2c2cc(NC(=S)N3CCOCC3)ccc21,-1%,1%,6.7%,10%,54%,
CN(C)C1=NCCN1CC1CCCC1,1%,0%,0.6%,-2%,-1%,
COc1cc(OC)c(NC2=NCCCCC2)cc1Cl,9%,13%,2.0%,13%,53%,
CSc1ccccc1C(=O)C1CCCN(Cc2cccc(C)n2)C1 (stereo not drawn),54%,-3%,0.8%,4%,63%,
Cc1ccccc1S(=O)(=O)Cc1ccc(C(=O)NC2CC2)o1,-11%,1%,1.7%,0%,-1%,
COc1ccc(-c2cc(C(=O)OCC(=O)N3CCCCC3)c3ccccc3n2)cc1OC,2%,·,11%,-18%,34%,
CC(C)(C)c1ccc(S(=O)(=O)Nc2cccc(C3OCCCO3)c2)cc1,2%,-5%,i,1%,11%,
Cc1ccc(NC(=O)C2CCC(N3C(=O)C4CCCCC4C3=O)CC2)cc1 (stereo not drawn),-7%,4%,1.3%,-2%,2%,
COc1cc(NC(=O)c2cc(-c3ccccc3)nc3c2cnn3C(C)C)cc(OC)c1OC,-4%,·,9.7%,-8%,-7%,
Cc1ccc(S(=O)(=O)NCCC(=O)NCCN2CCCCCC2)cc1,-8%,0%,0.2%,6%,22%,
Cc1ccc(C)c(C(=O)CSc2n[nH]c(-c3ccncc3)n2)c1,-4%,5%,3.9%,6%,1%,
Cc1ccc(/C(O)=C2/C(=O)C(=O)N(CCCn3ccnc3)C2c2cccnc2)cc1 (stereo not drawn),·,·,0.4%,0%,·,
NS(=O)(=O)c1ccc(NC(=O)c2cc(Cl)ccc2Cl)cc1,-7%,-6%,i,1%,1%,VEEV TC-83 Vero 10K pilot screen=0.3
CCOc1ccc(NS(=O)(=O)c2ccc(C(=O)N3CCN(c4ncccn4)CC3)cc2)cc1,3%,8%,1.7%,-5%,7%,
CCn1nc(C)cc1C(=O)N1CCCC(C(=O)c2ccc3ccccc3c2)C1 (stereo not drawn),1%,10%,0.1%,1%,13%,
O=C(NCc1ccc(Cl)cc1)C1CCN(c2nnc(N3CCCC3=O)s2)CC1,-11%,-6%,1.0%,0%,-22%,
COc1cc(C(=O)NCC2CCCO2)ccc1OCc1ccccc1Cl (stereo not drawn),61%,10%,10%,7%,39%,
COC(=O)C1CCN(CC(=O)Nc2ccccc2Sc2ccccc2)CC1,-2%,0%,0.5%,-7%,50%,
COc1ccc(N2C(=O)[C@H]3[C@@H](C2=O)C2c4ccccc4C=NN2[C@H]3C(=O)C(C)(C)C)cc1 (stereo partly drawn),-4%,2%,2.6%,-18%,5%,
CC(=O)Nc1nnc(CCS(=O)(=O)c2ccc(C)c(C)c2)s1,-5%,0%,i,0%,1%,
O=C(CN1C(=O)COc2ccc(S(=O)(=O)N3CCCCCC3)cc21)NCc1ccc(F)cc1,6%,-16%,1.1%,2%,23%,
CC(=O)c1ccc(NC(=S)NC(=O)/C=C/c2ccco2)cc1,7%,-3%,1.3%,-4%,77%,
Cn1c(NC(=O)c2ccc(F)cc2)c(-c2ccccn2)c(=O)c2ccccc21,-8%,-5%,i,·,-1%,
Cc1cc2cc(CCNC(=O)c3cccs3)c(=O)[nH]c2cc1C,-8%,11%,12%,7%,·,
# Continuation.
SMILES,H37Rv inhibition,Salmonella PhoP GFP,VEEV TC-83 Vero,influenza NS1A,tuberculosis growth,others
Cc1ccc(OCC(=O)NCCCNC(=O)c2ccncc2)cc1C,3%,13%,0.4%,7%,-3%,
CCN(CC)CCCNC(=O)C1CCN(C(=O)c2oc3cc4sc(N(C)C)nc4cc3c2C)CC1,4%,14%,1.3%,2%,-4%,
O=C(NCCCN1CCOCC1)C(Sc1ccccc1)c1ccccc1 (stereo not drawn),2%,-6%,i,-11%,4%,
CCCn1nc(CC(=O)O)c2ccccc2c1=O,-3%,-6%,1.1%,-5%,5%,
COc1cc2c(cc1OC)C(c1ccc(N(C)C)cc1)NCC2 (stereo not drawn),6%,-4%,i,7%,11%,
CCn1c(-c2ccc(N)cc2)nc2ccccc21,6%,-31%,3.3%,-1%,·,
CCOC(=O)C1=C(CSc2nc3c(cc2C#N)CCC3)OC(N)=C(C#N)C1c1ccccc1 (stereo not drawn),3%,-17%,i,3%,35%,
